Bioassay records deposited in PubChem BioAssay by several laboratories.
HSF-1 act = increases HSF-1 driven luciferase reporter signal; NIH3T3-HGL HSF-1 luciferase reporter, MG132, 8 h; 100% = twice DMSO control signal; activation, % at 9 µM; 1.7% of 300,000 active;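 active means mean replicate activation of at least 50% with a set share of replicates each reaching 50%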;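 further: 0% = median of the neutral control wells and 100% = twice that signal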
IEC-6 cytotox = kills IEC-6 intestinal cells in KLF5 counter-screen | inhibition, % at 5 µM | 0.78% of 290,000 active | IEC-6 cytotoxicity, luminescence viability | AID 1825; in the data active means inhibition above about 22%;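 further: 0% = plate median of test compound wells and 100% = cytotoxic reference compound wells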
HDAC3 inhib = blocks human histone deacetylase 3. O15379. recombinant HDAC3, fluorogenic peptide/trypsin coupled, fluorescence. inhibition, % at 8.3 µM. 0.15% of 320,000 active; in the data active means inhibition above about 26%, passing the limit was not always enough
Target sequence (O15379 whole entry, looked up): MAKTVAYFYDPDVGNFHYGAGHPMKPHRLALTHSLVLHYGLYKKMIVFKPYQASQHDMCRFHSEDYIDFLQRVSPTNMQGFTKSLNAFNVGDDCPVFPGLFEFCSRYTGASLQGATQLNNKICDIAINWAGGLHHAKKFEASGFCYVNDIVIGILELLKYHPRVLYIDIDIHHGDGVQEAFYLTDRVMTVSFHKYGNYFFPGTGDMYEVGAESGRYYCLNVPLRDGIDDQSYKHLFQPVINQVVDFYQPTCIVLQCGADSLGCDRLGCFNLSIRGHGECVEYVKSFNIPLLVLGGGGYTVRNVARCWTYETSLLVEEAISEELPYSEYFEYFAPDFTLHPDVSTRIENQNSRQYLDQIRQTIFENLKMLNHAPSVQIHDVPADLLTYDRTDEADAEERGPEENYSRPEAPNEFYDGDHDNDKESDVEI
KLF5 inhibitor = kruppel-like factor 5 inhibition. DLD-1 KLF5 promoter-luciferase reporter, luminescence. inhibition, % at 5 µM. 0.23% of 290,000 active;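 active means inhibition above a per-plate limit of that plate's mean compound inhibition plus 3 SD, cut at about 60% in these data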;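 further: 0% = DMSO wells and 100% = LY294002 at 200 µM; higher means less KLF5 promoter-driven luciferase light; inactives centre near -14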
HSP90 refold inh = HSP90 refolding inhibition in rabbit reticulocyte lysate | luciferase refolding luminescence, 3 h | inhibition, % at 5.6 µM | 0.91% of 290,000 active;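 active means inhibition above the screen-wide mean plus 3 SD, computed separately per campaign, cut at about 16% in these data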;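 further: 0% = DMSO wells and 100% = 60 µM geldanamycin wells; inhibitors lower the luminescence because luciferase stays unfolded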
aSyn 5UTR inh = 5' untranslated region of α-synuclein, MLPCN primary screen; alpha-synuclein 5'UTR reporter, inhibitor activity; inhibition, % (tested at 7.5 µM); 0.82% of 300,000 active; in the data active means inhibition above about 60%;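 further: H4 neuroglioblastoma cells stably carrying SNCA 5'UTR luciferase fusion; 0% = DMSO wells and 100% = positive control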
Platelet DG rel = modulates dense granule release in human platelets; human platelet-rich plasma, SFLLRN dense granule ATP release, luminescence; inhibition, %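 (compounds screened at 7.5 µM in platelet-rich plasma)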; 0.22% of 300,000 active; AID 1663;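 active means mean replicate score, as percent of positive control, at or above 50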
HSF1 inhib = HSF1 inhibition; NIH3T3-HGL HSE-luciferase, MG132-induced, luminescence 8 h; hits give low values; 0.77% of 300,000 active; AID 2098; activity change, negative = inhibition, % at 7.5 µM (by protocol);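 active means more than half of replicate wells show activity change below -50%, luminescence cut by over half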;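 further: luciferase reports HSF-1 transcriptional activity via heat shock element; 0% = median of DMSO wells and -100% = zero luminescence signal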
HIF activator = HIF pathway transcriptional activation; U2OS HRE-luciferase reporter, luminescence; normalized: DMSO 0%, desferrioxamine 100%; 0.32% of 300,000 active; activation, % at 7.5 µM (by protocol);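 active means mean activation of at least 10% of the iron chelator positive control signal, with at least half of replicates also reaching 10%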
AI-2 QS mod = Vibrio harveyi AI-2 quorum sensing modulation. Vibrio harveyi JMH597 AI-2 luminescence/OD600 ratio, 9 h; hits give low values; strain lacks LuxN and CqsS sensors; 0 = neutral-control median. activity change, % at 7.5 µM. 0.4% of 300,000 active; in the data active means activity change below about -75%, passing the limit was not always enough;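 further: luminescence divided by OD600 gain over 9 h not by final OD600 alone; inactives centre near 13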
* = called active by the depositor; · = no result given. Some of the compounds tested; rates above refer to the full screens.

compound	aSyn 5UTR inh	HSF1 inhib	AI-2 QS mod	HIF activator	HSF-1 act	IEC-6 cytotox	Platelet DG rel	HSP90 refold inh	KLF5 inhibitor	HDAC3 inhib
CCN(CC)C(=O)c1ccc(N(Cc2ccccc2)S(C)(=O)=O)cc1	5.0	3.0	19.3	-0.9	8.5	-3.1	-0.2	-0.3	-4.3	2.4
O=C(c1ccc(CNS(=O)(=O)c2ccccc2)cc1)N1CCC2(CC1)OCCO2	·	·	·	·	·	-14.1	·	1.6	-9.9	3.4
COCCN1C(=O)NC(=O)/C(=C\c2ccc(Br)cc2)C1=O	5.7	-1.3	13.9	0.3	10.2	-2.2	-2.7	2.4	-9.9	-5.7
O=C(c1cnn2c(C(F)(F)F)cc(-c3ccccc3)nc12)N1CCC2(CC1)OCCO2	0.8	-5.3	11.3	0.6	-7.4	2.5	-3.1	0.7	-19.5	1.9
CCC/C=C(\CCC)C(NP(=O)(c1ccccc1)c1ccccc1)c1ccccc1 (stereo not given)	-6.7	7.0	26.5	-0.3	22.1	·	-0.9	·	·	-0.2
CN(C)C(=O)Oc1ccc(C(=O)c2ccccc2)cc1	-68.1	-1.6	28.2	1.1	-1.8	2.5	7.5	-1.0	-50.1	-6.7
NC(=O)CSP(=O)(c1ccccc1)c1ccccc1	·	·	·	·	·	-0.8	·	1.6	-7.3	2.2
Cc1cccc(OP(=O)(Nc2ccc(F)cc2)Oc2cccc(C)c2)c1	31.1	11.9	19.8	-1.3	14.9	0.1	-2.0	-1.9	-5.1	19.8
CCCCCCN1CCN(c2ccc(Cl)cc2)CC1	-10.5	-1.2	17.3	0.1	2.7	3.0	-2.8	-1.5	-25.1	-2.0
Cc1c(-c2cccc(Cl)c2)nc2ccccc2c1C(=O)N1CCC2(CC1)OCCO2	19.5	1.9	15.3	-0.2	-7.7	1.4	8.2	-3.6	-4.7	-8.6
C[C@H]1CCC[C@@H](O)CCC/C=C/c2cc(O)cc(O)c2C(=O)O1	-170.2	2.7	10.8	-1.3	5.9	3.9	3.7	9.8	-1.6	0.2
O=C(O)c1ccc(/C=C/c2nc3ccccc3c(=O)n2-c2ccc(Br)cc2)cc1	-2.1	2.2	18.8	0.1	-7.9	-8.8	3.5	0.7	-14.1	6.5
CC1=NCCc2c1[nH]c1ccccc21	-16.5	-0.9	27.8	-0.1	-8.8	4.4	1.9	1.4	-4.0	-3.9
CCOC(=O)C(O)(c1ccc(N(CC)C(=O)OC)cc1)C(F)(F)F (stereo not given)	-33.2	·	18.4	-0.3	·	1.3	6.3	-1.8	-9.0	-2.7
Cc1c(N=Cc2c(O)n(Cc3ccccc3)c(=O)[nH]c2=O)c(=O)n(-c2ccccc2)n1C	-33.2	-3.0	25.9	-0.6	7.2	-0.5	-3.3	-0.1	-5.9	7.3
CCC(=NCc1ccco1)c1c(O)[nH]c(=O)[nH]c1=O	26.3	9.4	25.6	-0.4	43.6	-4.3	1.4	0.1	-6.0	-1.9
COC(=O)c1ccccc1N=Cc1c(O)[nH]c(=S)[nH]c1=O	-2.0	-6.4	17.6	-0.4	5.1	5.0	-0.5	-2.8	0.2	1.5
FC(F)(F)c1cccc(N2CCNCC2)c1	15.4	-2.9	12.8	-0.5	3.8	-3.8	-0.3	0.0	9.7	4.2
COCCOC(=O)C1=C(N)Oc2c(c(=O)oc3ccccc23)[C@@]12C(=O)Nc1ccccc12	-11.7	-4.3	-0.4	0.0	2.5	·	1.0	·	·	2.6
CCOC(=O)C1=CC(=C2C(=O)N(CC)C(=S)N(CC)C2=O)c2ccccc2O1	17.2	1.0	1.8	-0.1	-9.6	3.1	0.3	3.2	-21.3	8.0
COc1ccc(S(=O)(=O)NC(CC(=O)N2CCC3(CC2)OCCO3)c2ccco2)cc1 (stereo not given)	3.9	-2.8	36.6	-0.5	2.9	1.7	-10.1	5.4	7.0	-3.8
Cc1cc(C(=O)O)c(C)n1C1CC1	19.4	0.6	0.7	-0.6	6.8	-3.7	-9.9	3.3	-11.0	3.2
COc1ccc2c(c1)CC1(CN2C)C(=O)NC(=O)N(CCc2ccccc2)C1=O (stereo not given)	-9.0	4.4	22.3	0.1	9.0	-3.4	-2.0	1.1	-6.4	1.0
Cc1oc(-c2ccccc2F)nc1CS(=O)CC(=O)N1CCC2(CC1)OCCO2 (stereo not given)	-8.8	2.2	-2.6	0.7	6.4	3.1	-7.6	-4.0	-17.2	-3.7
CCOP(=O)(/C=C(\Cl)c1ccccc1)C(O)c1ccc(F)cc1 (stereo not given)	8.8	7.3	13.0	0.6	-1.2	-3.6	-4.2	-1.8	-5.1	10.9
CN1CCN(CCC(=O)OC2CC3CCC(C2)N3C)CC1 (stereo not given)	5.2	-3.2	20.9	-0.1	-9.6	1.1	-21.1	-3.6	-5.9	-4.7
Cc1cc(C)n(CCOC(=O)C2C(C=C(Cl)Cl)C2(C)C)n1 (stereo not given)	14.4	-0.6	18.5	0.1	4.3	0.9	-3.5	-0.2	-8.4	17.8
CC(=O)c1ccc(NC2=NCCCS2)cc1	-15.5	2.4	·	0.7	2.0	-6.3	1.3	-4.6	-5.8	4.7
COc1ccc(CN2CC=C(c3ccc(F)cc3)CC2)cc1Br	10.0	-67.9*	-3.5	-2.5	-75.7	2.0	-5.8	2.5	6.4	1.4
CC12CN3CCN(C1)CC(C)(C3)C2=NO	21.3	-2.5	11.1	·	4.2	-4.9	-15.3	-1.4	2.0	2.1
CSc1ccc(C(=O)C2CCCN(Cc3cccnc3)C2)cc1 (stereo not given)	-33.3	50.5	2.4	0.3	104.1*	-2.7	-4.4	-4.9	-14.8	5.0
COc1cc(N2CCOCC2)ccc1/C=C1\C(=O)NC(=O)N(C2CCCCC2)C1=O	15.5	-2.8	2.2	0.1	0.7	-7.0	3.6	3.4	21.1	-0.3
COC(=O)C1=C(c2cc3ccccc3o2)C[C@@H]2CC[C@H]1N2C(=O)NCCO	25.2	0.0	-0.4	0.3	9.3	·	-0.7	·	·	0.6
COc1ccc(CN2C(=O)NC(=O)/C(=C\c3ccco3)C2=O)cc1	-18.7	-2.4	23.6	0.1	12.1	-1.3	2.1	-0.9	-26.5	-0.5
Fc1ccc(CNC2CN3CCC2CC3)cc1 (stereo not given)	-10.8	0.3	7.1	1.5	-2.5	1.1	3.3	1.1	-18.5	-2.7
CN=C(SCc1cc2c(cc1Cl)OCO2)c1c(O)n(C)c(=O)n(C)c1=O	-6.8	-47.6	14.6	-0.1	-57.2	1.4	2.0	0.9	-35.8	-0.5
CCCCn1c(=O)c(C(=O)NCc2ccc(Cl)cc2)c(O)c2ccccc21	39.0	-0.2	9.9	1.3	-14.9	-7.4	-2.5	-4.2	-6.2	-2.0
COc1cccc(CNCCc2c[nH]c3ccccc23)c1	2.3	-7.1	16.6	-26.3	1.5	4.4	6.3	4.7	-23.9	-6.7
CN1CCC2(CC1)CC(NC=O)c1ccccc1O2 (stereo not given)	-5.4	-1.6	9.1	-0.4	8.9	-1.8	3.6	1.9	-9.4	-4.9
O=C(/C=C/c1ccc2c(c1)OCO2)c1c(O)n(CCc2ccccc2)c(=O)[nH]c1=O	-40.5	17.1	·	0.7	17.7	2.0	7.4	1.7	-2.7	0.8
CCN(CC)C(=O)c1ccc2c(c1)C1C(Cl)C(Sc3ccccc3[N+](=O)[O-])CC1C(C(=O)O)N2 (stereo not given)	28.6	-2.8	52.9	-0.3	-6.1	-2.2	1.2	1.6	0.3	6.4
CCOC(=O)C1=C(N)OC2=C(C(=O)CCC2)[C@]12C(=O)N(CC(N)=O)c1ccccc12	-4.3	-6.9	4.5	-1.5	-12.8	5.5	-8.4	4.0	14.0	-0.8
COc1cc(OC)c(C=O)c(OC(=O)N(C)C)c1	16.6	-8.6	6.9	-1.1	-11.0	4.6	-2.5	-3.8	-9.3	2.0
Cc1ccc(C(c2nnnn2Cc2ccccc2)N2CC=C(c3ccc(F)cc3)CC2)cc1 (stereo not given)	-10.7	-1.7	1.7	0.0	5.2	-2.8	-4.3	4.3	-24.1	-5.1
COc1ccc(CN2CCN(c3ccccc3F)CC2)cc1O	2.7	-2.7	1.7	-0.2	-6.0	-7.7	1.8	-1.4	-27.0	1.5
CCN(CC)c1ccc(N=Cc2c(O)n(-c3ccccc3)c(=O)[nH]c2=O)cc1	-14.7	5.4	41.6	-0.2	4.3	-0.2	7.8	3.1	5.1	13.5
Cc1ccc(-c2nc(CS(=O)CC(=O)N3CCC4(CC3)OCCO4)c(C)o2)cc1 (stereo not given)	-15.4	-1.4	1.0	0.0	3.1	0.6	1.8	-2.0	2.6	-2.1
CCc1nn(CC(=O)N2CCC3(CC2)OCCO3)c(=O)c2cc3ccccc3n12	22.0	-5.7	17.4	-0.2	-5.2	7.4	8.2	1.1	-22.2	-3.4
COC(=O)C1=C(c2ccc(S(C)(=O)=O)cc2)C[C@@H]2CC[C@H]1N2C(=O)NCc1ccc(C(F)(F)F)cc1	-5.1	-2.6	3.2	-0.1	-0.6	·	-2.5	·	·	0.1
Cc1nn(Cc2ccccc2)c(C)c1C(=O)OCC(=O)Nc1cc(S(C)(=O)=O)ccc1Cl	22.7	0.4	7.5	1.1	19.4	0.4	0.4	1.6	-30.5	-1.1
Clc1ccccc1N1CCN(Cc2ccc3c(c2)OCO3)CC1	-0.8	-5.3	6.4	0.0	10.5	8.3	2.5	6.8	1.8	1.5
Cc1cccc(N2C(=O)NC(=O)C3(Cc4cc(C)ccc4N(C)C3)C2=O)c1 (stereo not given)	3.7	8.1	-21.3	0.2	9.3	3.4	-0.3	3.2	-18.2	5.0
O=C(Cn1cnc2sc3c(c2c1=O)CCCC3)NCCC(=O)N1CCC2(CC1)OCCO2	-1.9	2.9	0.3	0.2	2.1	0.2	-1.1	6.0	-25.9	0.0
COCCOC(=O)c1c(N)n(Cc2ccc(OC)cc2)c2nc3ccccc3nc12	-1.4	9.0	24.6	-0.5	20.5	4.0	-15.9	9.2	-15.0	-58.0
O=C(Nc1nccs1)c1c(O)c2c(n(Cc3ccco3)c1=O)CCCC2	8.2	12.8	16.4	0.4	23.0	5.2	11.5	1.9	-35.7	-3.8
COc1cc(C[C@@H](C)N)c(OC)cc1I	-16.1	5.3	0.5	0.5	-0.2	·	4.6	·	·	2.2

The list goes on:
compound	aSyn 5UTR inh	HSF1 inhib	AI-2 QS mod	HIF activator	HSF-1 act	IEC-6 cytotox	Platelet DG rel	HSP90 refold inh	KLF5 inhibitor	HDAC3 inhib
COC(=O)C1=C(c2cccc(OC)c2OC)C[C@@H]2CC[C@H]1N2C(=O)NCC1CC1	2.8	-2.6	26.7	0.3	-7.2	·	-1.0	·	·	-2.0
N#CC(C#N)=C(N)c1cccnc1	9.1	2.9	20.5	0.2	-8.0	-7.7	3.0	0.7	-38.1	-0.2
Cc1c(OC(=O)N(C)C)ccc2c1O/C(=C\c1ccco1)C2=O	-133.7	24.5	4.1	-51.4	29.6	-4.7	-3.5	7.5	-104.5	-0.7
O=c1[nH]c(O)c(C=NC2CCCCC2)c(=O)[nH]1	3.6	2.9	27.3	0.3	5.9	-1.5	20.2	0.2	0.7	-6.1
